MITF primary – inhibitors of human MITF. O75030. AlphaScreen MITF homodimerization, bead proximity signal. inhibition, % at 2.6 µM. hit rate 0.91% among 650,000. AID 1259374; in the data active = inhibition above about 50%;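 note: 0% = vehicle wells with protein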
TEAD-YAP block – TEAD-YAP interaction inhibition. inhibition, % at 9.12 µM. HEK-TIYL cells, TEAD-Gal4/YAP UAS-luciferase luminescence. hit rate 1.4% among 640,000; in the data active = inhibition above about 32%;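 note: 0% = median of test compound wells and 100% = reference inhibitor wells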
FBW7 act – human FBW7 E3 ligase activation, primary screen; AlphaScreen FBW7–phospho-cyclin E peptide binding, activator screen; normalized activity (activation), % at 26.1 µM; Q969H0; hit rate 0.13% among 650,000; in the data active = normalized activity above about 1.9%;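 note: purified mutant Fbw7 with reduced substrate affinity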
Target sequence (Q969H0 whole entry, looked up): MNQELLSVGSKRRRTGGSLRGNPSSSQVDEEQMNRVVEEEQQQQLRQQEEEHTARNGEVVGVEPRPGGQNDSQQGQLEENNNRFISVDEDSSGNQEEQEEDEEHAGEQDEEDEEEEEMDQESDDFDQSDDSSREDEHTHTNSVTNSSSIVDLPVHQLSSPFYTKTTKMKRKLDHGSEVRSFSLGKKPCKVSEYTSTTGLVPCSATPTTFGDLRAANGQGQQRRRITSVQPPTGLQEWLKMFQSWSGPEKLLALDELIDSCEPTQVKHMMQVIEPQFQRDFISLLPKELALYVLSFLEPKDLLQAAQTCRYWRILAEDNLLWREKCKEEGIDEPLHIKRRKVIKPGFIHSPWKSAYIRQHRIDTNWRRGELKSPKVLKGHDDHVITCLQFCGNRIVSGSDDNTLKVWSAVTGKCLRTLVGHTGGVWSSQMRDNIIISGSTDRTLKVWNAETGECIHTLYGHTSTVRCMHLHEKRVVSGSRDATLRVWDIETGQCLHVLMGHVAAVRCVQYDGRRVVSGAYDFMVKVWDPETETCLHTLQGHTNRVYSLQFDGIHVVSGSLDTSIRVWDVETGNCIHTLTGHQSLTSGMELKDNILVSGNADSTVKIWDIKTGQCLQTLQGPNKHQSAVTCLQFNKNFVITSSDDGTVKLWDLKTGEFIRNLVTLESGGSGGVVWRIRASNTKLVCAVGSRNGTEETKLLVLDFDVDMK
GPR151 activ – activators of human GPR151; Q8TDV0; activation, % at 11.2 µM; PathHunter beta-arrestin GPR151 cells, luminescence; hit rate 1% among 650,000; in the data active = activation above about 4.9%;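 note: 0% = median of compound wells and 100% = cells with positive control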
Target sequence (Q8TDV0 whole entry, looked up): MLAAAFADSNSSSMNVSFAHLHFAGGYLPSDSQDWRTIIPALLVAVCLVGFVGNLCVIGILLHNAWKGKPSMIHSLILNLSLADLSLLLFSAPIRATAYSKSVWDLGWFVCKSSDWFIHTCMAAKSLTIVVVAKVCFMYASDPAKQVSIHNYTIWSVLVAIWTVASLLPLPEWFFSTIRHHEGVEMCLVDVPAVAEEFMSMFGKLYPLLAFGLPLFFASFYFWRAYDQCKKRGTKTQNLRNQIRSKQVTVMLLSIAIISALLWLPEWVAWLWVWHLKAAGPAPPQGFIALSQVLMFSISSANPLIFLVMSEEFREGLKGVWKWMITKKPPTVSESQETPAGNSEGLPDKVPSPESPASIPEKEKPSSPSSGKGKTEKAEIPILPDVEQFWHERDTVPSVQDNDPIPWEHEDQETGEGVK
Active calls of the source: *.

SMILES	MITF primary	TEAD-YAP block	FBW7 act	GPR151 activ
CCOc1ccc(Cl)cc1C1C2=C(CC(C)(C)CC2=O)N(C)C2=C1C(=O)CC(C)(C)C2	12	4	0.2	-0.1
O=C(Nc1cccc(OC(=O)c2cc(S(=O)(=O)N3CCCCCC3)ccc2Cl)c1)c1ccccc1	-5	-3	-0.1	0.2
CCC(=O)N(CCOC)Cc1cc2ccc(OC)cc2nc1Cl	-1	-8	-0.2	0.5
CC(C)C[C@H]1NC(=O)[C@H]2CN(C(=O)c3ccc4ccccc4c3)CCN2C1=O	-2	0	-0.1	0.6
COc1cc(CN2CCN(Cc3cccc4ccccc34)CC2)c([N+](=O)[O-])cc1OC	70*	-15	-0.2	2.3
COc1ccc(-n2c(C)nc3ccc(NC(=O)c4c(F)cccc4Cl)cc3c2=O)cc1	17	-6	0.5	-0.1
O=C(CSc1n[nH]c(=O)[nH]c1=O)N/N=C/c1cccs1	21	4	0.6	-1.2
CC(C)[C@@H]1CC[C@@H](C)C[C@H]1OC(=O)c1ccccc1	-4	4	-0.1	1.3
COc1cccc2c1N(C(C)=O)C1CC(C)CCC1C2(C)C (stereo not given)	-3	-17	0.0	-0.5
O=C(O)CN1C(=O)c2cccc3c(Br)ccc(c23)C1=O	15	6	-0.1	0.1
CC(=O)Nc1ccc2c(c1)CCN2C(=O)c1ccco1	4	-9	-0.1	0.0
NC(=O)C1(N2CCCCC2)CCN(S(=O)(=O)c2ccc(Br)cc2)CC1	14	-6	0.1	-1.4
COc1ccc(N2C(=O)/C(=C/c3ccc(O)c(OC)c3)C(=O)NC2=S)cc1	-4	1	-0.2	-0.6
O=C(COc1ccccc1)Nc1cccc(-c2ccc3nncn3n2)c1	14	-5	0.0	0.5
CC1=NN(c2cccc(C(=O)O)c2)C(=O)/C1=C\c1ccc(-c2ccc3c(c2)C(=O)NC3=O)o1	13	-2	0.0	0.0
CCNc1ncc(C(=O)NCCc2ccc(O)cc2)s1	-84	-1	0.6	-0.3
COCCOC(=O)C1=C(C)NC2=C(C(=O)CCC2)C1c1ccccc1I (stereo not given)	16	6	0.4	-1.7
CC1CC(=O)Nc2ccc([N+](=O)[O-])cc2N1C=O (stereo not given)	4	6	0.1	0.6
CCOC(=O)c1sc(NC(=O)C(C)Sc2nnc(CNC(=O)c3ccc([N+](=O)[O-])cc3)n2C)c(C(=O)OCC)c1C (stereo not given)	-6	-9	0.0	-0.7
CCn1c(SCC(=O)Nc2ccc(Cl)c(Cl)c2)nc2c1c(=O)n(C)c(=O)n2C	-5	11	0.2	0.5
CCN1CCN(C(c2cccc(C)c2)c2sc3nc(C)nn3c2O)CC1 (stereo not given)	5	-1	0.0	0.6
Cc1nc(NCc2c(C)nn(C)c2Cl)sc1-c1ccn(C)n1	2	-17	-0.2	0.9
CCc1ccccc1NC(=O)C(=O)NC1CCCC1	3	-30	0.2	0.2
CNC(=O)C1C2C=CC3(O2)C1C(=O)N(Cc1ccccc1)C3C(=O)NC1CCCCC1 (stereo not given)	2	-3	-0.5	1.2
Cc1cc(NC(=O)C23CC4CC(CC(C4)C2)C3)no1	-1	5	0.0	0.7

Profiles, looked up by structure. Screens in order: MITF primary	TEAD-YAP block	FBW7 act	GPR151 activ
Results for Cc1cc(NC(=O)C23CC4CC(CC(C4)C2)C3)no1 = -1	5	0.0	0.7
Results for CC(C)[C@@H]1CC[C@@H](C)C[C@H]1OC(=O)c1ccccc1 = -4	4	-0.1	1.3
Results for O=C(COc1ccccc1)Nc1cccc(-c2ccc3nncn3n2)c1 = 14	-5	0.0	0.5
Results for CC1=NN(c2cccc(C(=O)O)c2)C(=O)/C1=C\c1ccc(-c2ccc3c(c2)C(=O)NC3=O)o1 = 13	-2	0.0	0.0
Results for O=C(O)CN1C(=O)c2cccc3c(Br)ccc(c23)C1=O = 15	6	-0.1	0.1

Further entries
SMILES	MITF primary	TEAD-YAP block	FBW7 act	GPR151 activ
COc1ccc(NC(=O)c2ccc3c(=O)n(C4CCCCC4)c(SCc4nc5ccccc5[nH]4)nc3c2)cc1OC	19	-8	0.3	0.7
CCN(CC)c1ncccc1C(=O)NC1CCCCC1	-5	-5	-0.1	1.5
O=C(c1ccco1)N1CCN(C(=O)c2ccccc2F)CC1	1	0	0.6	-0.9
O=C(Nc1cccc2ncccc12)C12CC3CC(CC(C3)C1)C2	12	-10	0.5	0.6
CCOc1cc(/C=C2\N=C(c3cccc(C)c3)OC2=O)ccc1OC(C)=O	1	2	-0.1	-0.4
CC(=O)Nc1ccccc1N(CC(O)Cn1c2ccccc2c2ccccc21)S(=O)(=O)c1ccc(C)cc1 (stereo not given)	7	1	-0.1	-0.8
CCN(CC)C(=O)C1CCCN(c2nc(NCCc3ccc(OC)cc3)c3ncn(-c4ccsc4)c3n2)C1 (stereo not given)	-4	33*	-0.5	-0.7
O=S(=O)(CCN1CCCCC1)Oc1ccccc1	58*	-7	0.3	-0.5
COc1ccc(C)cc1N(CC(=O)N1CCC(C)CC1)S(=O)(=O)c1ccc(C)cc1	2	11	0.0	0.7
COc1cc(-c2nnc(SCC(=O)/C(C#N)=C(\C)N)o2)cc(OC)c1OC	3	4	0.6	-0.6
Clc1cc(Cl)cc(NC2=NC3(CCCCC3)Cc3ccccc32)c1	-9	2	-0.1	-1.5
O=C(CSC1CC(=O)N(c2ccc(C(=O)O)cc2)C1=O)Nc1ccc2ccccc2c1 (stereo not given)	2	19	0.1	2.5
CCN(CC)CCCNCc1ccc(OC)cc1OC	35	4	-0.2	0.2
O=S(=O)(c1ccc2c(c1)OCCO2)N1CCC(c2nc3ccccc3[nH]2)CC1	-10	7	0.1	0.0
CCOc1ccc(N2C(=O)/C(=C\c3ccc(C(C)(C)C)cc3)S(=O)(=O)C2c2cccc([N+](=O)[O-])c2)cc1 (stereo not given)	-1	4	0.0	0.2
Cc1ccc(-n2nc3c(c2NC(=O)C(C)Oc2ccccc2)CS(=O)(=O)C3)c(C)c1 (stereo not given)	4	-9	0.1	-0.3
CC(C)n1c(-c2ccc(C(=O)NC3CC3)cc2)nc2c(Nc3ccc(Oc4ccccc4)cc3)ncnc21	14	-2	0.2	0.6
CCOC(=O)c1cnc2ccc(C(=O)OC)cc2c1Nc1ccccc1OC	4	-3	0.0	1.5
O=C(NC1CC1)c1ccc(-c2nc3ccc(C(=O)NC4CC4)cc3s2)cc1	23	-13	0.1	-2.3
c1ccc(-c2nnc3n2-c2ccccc2SC3)cc1	-4	-1	0.1	0.5
CC(=O)c1ccc(NC(=O)Cn2c(=O)oc3ccccc32)cc1	-17	-10	0.1	2.1
COc1ccc(Cn2nnnc2C(c2ccncc2)N2CCCCCC2)cc1 (stereo not given)	3	-14	0.0	0.2
CCSc1nc2ccc(NC(=O)CSCC(=O)Nc3ccccc3)cc2s1	-4	-5	-0.1	1.0
CCCc1cc(=O)n2[nH]c(COc3ccccc3)nc2n1	7	-1	0.9	-1.7
N#CC1=C(N)N(c2c(F)cccc2F)C2=C(C(=O)CCC2)C1c1ccc(C(F)(F)F)cc1 (stereo not given)	-9	-8	-0.2	0.4

Additional structures follow:
SMILES	MITF primary	TEAD-YAP block	FBW7 act	GPR151 activ
CCC(=O)NC(c1nnc2n1CCN(Cc1cccc(OC)c1OC)CC2)C(C)C (stereo not given)	0	-9	-0.2	-0.8
Cc1ccc2c(c1)cc1c(=O)n(CC(=O)N3CCN(Cc4ccccc4)CC3)nc(C)n12	1	-7	0.1	-0.6
Cc1ccc(NC(=O)NCc2ccccc2Cl)cc1	-2	-11	-0.1	-1.0
Cc1ccc(C(=O)Nc2ccc(N3CCOCC3)cc2)c2ccccc12	7	12	-0.1	-0.3
CCn1c2ccccc2n2cc(-c3ccc([N+](=O)[O-])cc3)nc12	19	-15	1.4	-0.7
Cc1ccnc(N/C=C\C(=O)c2ccc(Cl)c(Cl)c2)c1	-8	-72	0.2	1.0
COc1cc(OC)nc(N2CCN(C(=O)Nc3ccccc3OC)CC2)n1	9	3	0.0	-1.0
CCOC(=O)CN1CCN(C(C)=O)C(C(=O)N2CCCC2)C1 (stereo not given)	5	7	0.0	2.2
COc1ccc(CNC(=O)CCc2ccccc2)cc1OC	-8	-5	-0.1	-0.8
O=C(Nc1ccc(Br)cc1)c1ccc(N2C(=O)c3ccccc3C2=O)cc1	0	-6	0.0	-0.5
CCOc1ccc(-c2cc(N)c(C(=O)OC)s2)cc1	15	-55	0.3	0.2
COc1cc(/C=N/NC(=O)CCC(=O)Nc2ccc(Br)cc2)ccc1O	10	10	0.3	-0.4
O=C(NC1CCCCC1)c1c[nH]c2ccc(S(=O)(=O)N3CCOCC3)cc2c1=O	-1	-8	-0.2	-0.2
COc1ccccc1C(=O)Nc1cc2cc([N+](=O)[O-])ccc2oc1=O	13	2	0.1	-0.8
Cc1cccc(OCCCN2C(=O)C(=O)c3ccccc32)c1	7	-11	0.0	-0.2
Cc1ccc(S(=O)(=O)Nc2ccc(Cl)cc2)cc1N	18	1	0.1	0.3
COc1ccc(/C=C(/C#N)C(=O)Nc2cccc(C)c2)cc1	-13	-26	-0.1	-0.1
Cc1ccccc1NC(=O)c1ccc(F)c(S(=O)(=O)N2CCN(c3cccc(Cl)c3)CC2)c1	-4	12	-0.1	0.1
CNC(=O)C(=O)NCC(c1ccco1)N1CCN(c2ccc(OC)cc2)CC1 (stereo not given)	-12	-4	0.1	1.0
COc1ccc(N2CC(NC(=O)N3CCN(Cc4ccccc4)CC3)CC2=O)cc1OC (stereo not given)	-8	-4	-0.2	1.3
CC(=O)Oc1ccc2oc3c(c2c1)C(=O)CCC3	9	3	0.0	0.1
Cc1ccc(S(=O)(=O)N(C)CC(O)Cn2c3ccc(Cl)cc3c3cc(Cl)ccc32)cc1 (stereo not given)	-3	-11	0.1	-1.2
CCNC(=O)c1sc2nc(-c3ccc(OC)cc3)cc(C(F)(F)F)c2c1N	8	6	0.0	-1.1
Cn1cccc1CC(=O)N/N=C/c1cc([N+](=O)[O-])ccc1Cl	2	1	-0.1	0.7
Cc1cc(C(=O)NCC(=O)OCC(=O)c2ccc(Br)s2)ccc1[N+](=O)[O-]	13	7	0.2	-0.4

Part of the list above, limited to MITF primary and TEAD-YAP block:
| structure | MITF primary | TEAD-YAP block |
| --- | --- | --- |
| COc1ccc(N2CC(NC(=O)N3CCN(Cc4ccccc4)CC3)CC2=O)cc1OC (stereo not given) | -8 | -4 |
| CC(=O)Oc1ccc2oc3c(c2c1)C(=O)CCC3 | 9 | 3 |

Back to the main list, repeating the 5 entries before the break.
SMILES	MITF primary	TEAD-YAP block	FBW7 act	GPR151 activ
CC(=O)Oc1ccc2oc3c(c2c1)C(=O)CCC3	9	3	0.0	0.1
Cc1ccc(S(=O)(=O)N(C)CC(O)Cn2c3ccc(Cl)cc3c3cc(Cl)ccc32)cc1 (stereo not given)	-3	-11	0.1	-1.2
CCNC(=O)c1sc2nc(-c3ccc(OC)cc3)cc(C(F)(F)F)c2c1N	8	6	0.0	-1.1
Cn1cccc1CC(=O)N/N=C/c1cc([N+](=O)[O-])ccc1Cl	2	1	-0.1	0.7
Cc1cc(C(=O)NCC(=O)OCC(=O)c2ccc(Br)s2)ccc1[N+](=O)[O-]	13	7	0.2	-0.4
CCC(C)(C)NC(=O)C1CCCN(C(=O)Nc2ccc(OC)cc2)C1 (stereo not given)	4	-2	0.2	-0.5
CCCN1C=C(C(=O)OC)C(c2ccc(-c3ccccc3)cc2)C(C(=O)OC)=C1	1	2	0.5	-1.4
C1=CC2CC1CC2CN1CCN(Cc2ccc3c(c2)OCO3)CC1 (stereo not given)	58*	-17	-0.2	-1.1
CCOCCCNC(=O)c1ccccc1Br	13	3	0.1	-0.9
O=C(O)c1ccc(CNCc2ccccc2F)cc1	17	6	0.4	-5.5
NS(=O)(=O)c1ccc(NC(=S)N2CCN(C(=O)c3ccco3)CC2)cc1	7	-1	0.2	-0.5
O=S(=O)(Nc1ccc(-c2ccno2)cc1)c1ccc(-n2cccn2)cc1	-3	-3	0.3	-0.9
CCOc1ccccc1NC(=O)Cn1nc(C2CC2)cc1C(=O)N1CCCC1	-3	5	0.2	-0.8
COCCNC(=O)N(Cc1ccsc1)Cc1ccco1	10	-14	-0.2	-1.0
C[C@H](O)[C@H]1NC(=O)[C@H]2CN(C(=O)c3cc(Cl)cc(Cl)c3)CCN2C1=O	-9	-3	0.0	1.6
CCOC(F)(C(=O)Nc1cccc(Cl)c1)C(F)(F)F (stereo not given)	5	4	0.0	-0.4
CCOc1ccccc1CN1CCNC(=O)C1CC(=O)NCCc1cscn1 (stereo not given)	6	-10	0.0	-0.6
N#C/C(=C\c1cc([N+](=O)[O-])ccc1N1CCOCC1)c1cccc(C#N)c1	2	1	-0.1	2.7
O=C(O)c1cc(S(=O)(=O)Nc2ccncc2)ccc1O	66*	4	-0.1	1.2
CNS(=O)(=O)c1cc(-c2nnc(Nc3cccc(O)c3)c3ccccc23)ccc1C	10	20	0.5	0.4
O=C(NCCO)c1nnc(Cc2ccccc2Cl)o1	7	1	-0.1	1.0
CCOC(=O)c1ccc(NS(=O)C23CC4CC(CC(C4)C2)C3)cc1 (stereo not given)	-10	3	0.0	-0.3
COc1ccccc1C(=O)N/N=C/c1ccccc1F	5	-30	0.2	-0.3
Cc1cc(=O)[nH]c(SCC(=O)N(c2ccccc2)C(C)C)n1	-12	-4	0.0	-1.1
Cc1sc2nc(-c3cccnc3)nc(N3CC(O)CC3C(N)=O)c2c1C (stereo not given)	-8	-7	0.1	-0.6
COC(=O)C(NC(=O)C(F)(F)F)(Nc1cc(OC)ccc1OC)C(F)(F)F (stereo not given)	-7	-1	-0.3	3.1
COc1ccc(/C=N\NC(=O)CNc2ccccc2C)cc1Br	1	-4	-0.1	0.4
O=C(c1cc(-c2ccco2)on1)N1CCCCC1c1nc2ccccc2[nH]1 (stereo not given)	-7	-9	-0.2	-0.5
Cn1c(=O)c2c(nc(Oc3ccc(Oc4nc(Cl)ccc4Cl)cc3)n2C)n(C)c1=O	5	6	-0.1	-1.1
CCOc1cccc(OCCOc2ccc([N+](=O)[O-])cc2)c1	-6	5	-0.1	-0.3
